Screening data deposited in PubChem BioAssay by National Center for Advancing Translational Sciences (NCATS).
Vif-A3F inh – blocks the Vif interaction with APOBEC3F; AID 602313; Potency, µM (series often up to 46.1 µM), for inactives: top-dose activity, negative = active; 390,000 tested, 0.2% active; HeLa A3F-eYFP + Vif (tagged APOBEC3F with the HIV-1 protein that degrades it), YFP fluorescence increase; note: potency is the fitted concentration of half-maximal effect; % of control where 0% means no effect; nearly all actives have a fitted effect of over 65% in size
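HeLa cells stably expressing Vif plus C-terminally eYFP-tagged A3F were seeded, incubated overnight at 37 deg C, dosed with compound, incubated overnight again at 37 deg C. Yellow fluorescence (Ex 488/Em 500-530) reported blocked Vif-mediated A3F-eYFP degradation.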
IDH1 R132H inh – human IDH1 R132H inhibition; O75874; IDH1-R132H enzyme, NADPH consumption, diaphorase/resazurin fluorescence; Potency, µM (titrated, usually from 76.6 µM), without a hit: top-dose activity change, negative = inhibition, hits mostly inhibitors; 390,000 tested, 0.093% active; note: potency is the fitted concentration of half-maximal effect; % is set by controls: 0 for no effect and ±100 for the full control effect; nearly all actives have a fitted effect of over 65% in size
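IDH1-R132H (0.5 ug/mL) preincubated 30 min with compound, then NADPH (0.016 mM) and alpha-KG (2 mM) added; 80 min at RT, pH 7.5. Remaining NADPH coupled via diaphorase/resazurin to fluorescence (540/590 nm); concentration-response curves normalized to no-enzyme control.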
GRP78 ERSR act – inducers of ER stress response in human glioma cells | U87-MG GRP78 promoter luciferase reporter, 16 h | Potency, µM, for inactives: at the top dose activation, most hits filed as activators | 420,000 tested, 0.02% active | AID 602332; note: potency is the fitted concentration of half-maximal effect; series mostly up to about 76 µM; % of control where 0% means no effect; nearly all actives have a fitted effect of over 35% in size
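Stably transfected U87-MG glioma cells carrying a GRP78-based luciferase sensor; 16 h compound incubation. Luminescence end-point read 10 min after Bright-Glo addition at room temperature.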
RGS4 inh – human RGS4 inhibition. P49798. Transcreener GDP fluorescence polarization, RGS4-accelerated GTP hydrolysis. Potency, µM (series often up to 114 µM), for inactives: at the top dose activity change, negative = inhibition, usual class: inhibitors. 390,000 tested, 0.039% active; note: potency is the fitted concentration of half-maximal effect; % is set by controls: 0 for no effect and ±100 for the full control effect; nearly all actives have a fitted effect of over 75% in size; some results filed as inactive show a strong effect at the top dose
Target sequence (P49798 whole entry, looked up): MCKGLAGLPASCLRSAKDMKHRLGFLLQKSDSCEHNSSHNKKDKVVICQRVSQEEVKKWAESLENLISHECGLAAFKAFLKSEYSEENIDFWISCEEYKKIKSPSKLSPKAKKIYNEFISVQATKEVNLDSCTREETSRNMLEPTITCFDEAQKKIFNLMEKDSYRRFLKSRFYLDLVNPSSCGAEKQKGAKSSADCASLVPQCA
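MLSMR compounds (23 nl, pin-transferred) preincubated 10 min at room temperature with a 500nM (2x) first reagent, then RGS4 at 900nM (2x) plus Transcreener GDP mix added; fluorescence polarization (620/688 nm) read before and after 90 min at 30 °C.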
LDHA block – blocks human lactate dehydrogenase A; activity change, % (values are at about 110 or 230 µM); P00338; 480,000 tested, 0.15% active; purified LDHA, NADH/diaphorase-resazurin fluorescence; stronger effect = lower value; in the data active = activity change below about -30%; inconclusive = mostly about -25% to -30%;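 note: plate controls were DMSO wells for no effect and wells without enzyme for full effect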
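Human LDH5 at 2 nM final in Tris HCl pH 7.4 with 0.06 mM NADH and 0.2 mM pyruvate, reacted 5 minutes at room temperature. Remaining NADH coupled via diaphorase/resazurin; resorufin fluorescence read at 0 and 20 minutes, normalized to enzyme-free and DMSO wells.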
rTrxR1 inhibitor – blocks rat thioredoxin reductase 1; Potency, µM (highest dose often 114 µM), for the others: at the highest dose activity change, negative = inhibition, hits mostly inhibitors; AID 588453; O89049; recombinant rTrxR1, NADPH fluorescence consumption, selenite substrate; 390,000 tested, 1% active; note: potency is the fitted concentration of half-maximal effect; % is set by controls: 0 for no effect and ±100 for the full control effect; nearly all actives have a fitted effect of over 65% in size
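Rat TrxR1 (90 nM in the dispensed reagent) was pre-reduced with 400 uM NADPH for 5 min at room temperature, then incubated with compound for 15 min. After 400 uM selenite was added, NADPH fluorescence (Ex 340/Em 450 nm) was followed for 8 min.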
USP1 inh – USP1/UAF1 (human) deubiquitinase inhibition; recombinant USP1/UAF1, Ub-Rhodamine cleavage fluorescence; 390,000 tested, 0.23% active; AID 743255; Potency, µM (top dose mostly 57.1 µM), for the others: at the highest dose activity change, negative = inhibition, hits mostly inhibitors; O94782; note: potency is the fitted concentration of half-maximal effect; % is set by controls: 0 for no effect and ±100 for the full control effect; nearly all actives have a fitted effect of over 60% in size; inactives centre near -12
Target sequence (O94782 whole entry, looked up): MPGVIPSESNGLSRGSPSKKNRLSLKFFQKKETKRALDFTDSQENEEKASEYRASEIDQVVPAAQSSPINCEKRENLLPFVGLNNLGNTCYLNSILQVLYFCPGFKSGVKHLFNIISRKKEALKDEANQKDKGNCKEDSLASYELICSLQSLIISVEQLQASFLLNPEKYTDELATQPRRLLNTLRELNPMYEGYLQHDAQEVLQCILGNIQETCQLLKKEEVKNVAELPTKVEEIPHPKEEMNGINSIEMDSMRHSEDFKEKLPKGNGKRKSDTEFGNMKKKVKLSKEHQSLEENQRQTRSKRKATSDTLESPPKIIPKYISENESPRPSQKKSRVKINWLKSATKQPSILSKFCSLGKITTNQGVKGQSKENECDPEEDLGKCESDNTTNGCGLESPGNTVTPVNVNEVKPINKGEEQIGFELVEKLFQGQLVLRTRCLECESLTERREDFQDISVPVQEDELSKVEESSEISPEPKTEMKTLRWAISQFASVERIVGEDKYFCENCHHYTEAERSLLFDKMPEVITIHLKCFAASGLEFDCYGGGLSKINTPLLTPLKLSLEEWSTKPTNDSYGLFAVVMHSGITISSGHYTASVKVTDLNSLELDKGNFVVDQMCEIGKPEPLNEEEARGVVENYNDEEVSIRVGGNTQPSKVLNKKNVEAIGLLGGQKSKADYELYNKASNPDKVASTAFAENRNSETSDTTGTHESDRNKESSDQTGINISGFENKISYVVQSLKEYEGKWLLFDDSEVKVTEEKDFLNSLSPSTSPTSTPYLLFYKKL
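High-throughput fluorogenic screen: 1nM USP1/UAF1 complex, Ub-Rho substrate 150nM final, 50mM HEPES pH 7.8 with 0.5mM EDTA, 0.1 mg/ml BSA, 1mM TCEP and 0.01% Tween-20.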
Vif-APOBEC3G blk – Vif-A3G binding inhibition; Q9HC16; HeLa A3G-eYFP + Vif (tagged APOBEC3G with the HIV-1 protein that degrades it), YFP fluorescence, overnight; Potency, µM (doses to about 46.1 µM), inactives show at the highest dose activity, negative = active, most hits filed as inhibitors; 410,000 tested, 0.076% active;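 note: potency is the fitted concentration of half-maximal effect; % is set by controls: 0 for no effect and ±100 for the full control effect; nearly all actives have a fitted effect of over 60% in size; hits raise eYFP signal because A3G escapes Vif-driven loss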
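HeLa cells stably expressing Vif and C-terminally eYFP-tagged A3G, seeded overnight at 37 deg C, then exposed to compound by pintool overnight at 37 deg C. Rise in yellow fluorescence (Ex 488/Em 500-530, Acumen) marks blocked Vif-driven A3G degradation.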
TrxR1 substrate – is turned over as a substrate by rat TrxR1; O89049; purified TrxR1 substrate turnover, NADPH consumption readout; Potency, µM (series often up to 114 µM), for the others: at the highest dose activity change, negative = substrate turnover; 390,000 tested, 0.01% active; AID 588456; note: potency is the fitted concentration of half-maximal effect; % is set by controls: 0 for no effect and ±100 for the full control effect; nearly all actives have a fitted effect of over 50% in size
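Rat TrxR1, dispensed at 90 nM, was prereduced with 400 uM NADPH (final) for 5 min at ~22 deg C, then incubated with compound 15 min before 400 uM selenite. A first-read NADPH fluorescence drop versus no-compound background flagged substrates.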
* = called active by the depositor; u = inconclusive; & = joins results of further samples; [ ] = remark or other dose. Unless noted, calls come from the whole dose curve; as a rule, active = well fitted curve in the direction sought with a large enough effect; inconclusive = small, poorly fitted or top-dose-only effect, or another doubt; inactive = no such curve, though single readings can be large; an effect the other way counts as inactive or inconclusive.

SMILES	Vif-A3F inh	IDH1 R132H inh	GRP78 ERSR act	RGS4 inh	LDHA block	rTrxR1 inhibitor	USP1 inh	Vif-APOBEC3G blk	TrxR1 substrate
N#CC1(NC(=O)COc2cccnc2[N+](=O)[O-])CCCCC1	2.3%	6.4%	-1.6%	13.3%	-0.4	11.3%	2.4%	-1.9%	-1.1%
CCOC(=O)c1c(C)c(C(=O)NCCc2ccc(OC)cc2)c(C)n1CC	1.4%	-4.0%	-1.5%	5.7%	-3.1	10.3%	-30.3%	-0.7%	-0.9%
N#CCSc1nnc(-c2sc3ccccc3c2Cl)o1	-15.8%	4.2%	1.9%	8.4%	-12.1	-1.7%	-10.7%	-2.0%	-1.5%
CCCNc1nc(-c2cc(C(=O)Nc3ccccc3)on2)cc(C(C)C)n1	6.1%	5.0%	-4.1%	7.3%	1.9	0.1%	-24.1%	0.9%	-9.7%
O=C1C2=C(Nc3ccccc3SC2c2ccco2)c2ccccc21 (stereo not given)	-9.2%	10.2%	-4.2%	-33.7%	-0.3	u	-19.7%	-9.0%	-5.2%
COc1ccc(NC(=O)N(C)C[C@H]2Oc3c(NS(=O)(=O)c4ccc(OC)cc4)cccc3C(=O)N([C@H](C)CO)C[C@@H]2C)cc1	5.1%	0.2%	0.2%	30.7%	-2.6	-0.2%[57.1 µM]	-6.1%	-3.5%	6.3%[57.1 µM]
Cc1occc1C(=O)NNS(=O)(=O)c1ccc([N+](=O)[O-])cc1	2.5%	6.5%	-2.9%	-8.7%	6.9	5.5%	-9.7%	0.3%	-4.7%
O=C(Nc1ccccc1NC(=O)c1ccco1)c1ccco1	-7.9%	2.8%	-1.1%	-15.8%	0.0	-12.4%	-19.9%	1.7%	0.3%
COc1ccc(S(=O)(=O)N(C)CC(=O)Nc2ccccc2C(F)(F)F)cc1	-4.8%	4.5%	-1.0%	6.5%	-6.8	3.2%[57.1 µM]	-18.5%	-0.2%	4.9%[57.1 µM]
Cc1cc(Cl)ccc1OCC(=O)NCCOc1nc(N2CCCCC2)nc(N2CCOCC2)n1	1.5%	3.5%	-2.9%	-9.8%	-1.7	-14.8%	-8.8%	-0.6%	-9.2%
COC(=O)c1ccc(C2C(C(=O)c3cc4ccccc4o3)=C(O)C(=O)N2CCN2CCOCC2)cc1 (stereo not given)	-2.5%	-7.7%	1.9%	-2.2%	0.8	-18.2%	-14.3%	1.4%	2.4%
O=C(Nc1ccccc1F)c1ccc([N+](=O)[O-])s1	1.3%	13.3%	-5.9%	2.3%	1.2	u	-8.1%	-8.0%	-3.6%[57.1 µM]

Quoted at random: 2 records from the list, in no set order.
SMILES	Vif-A3F inh	IDH1 R132H inh	GRP78 ERSR act	RGS4 inh	LDHA block	rTrxR1 inhibitor	USP1 inh	Vif-APOBEC3G blk	TrxR1 substrate
COc1ccc(NC(=O)N(C)C[C@H]2Oc3c(NS(=O)(=O)c4ccc(OC)cc4)cccc3C(=O)N([C@H](C)CO)C[C@@H]2C)cc1	5.1%	0.2%	0.2%	30.7%	-2.6	-0.2%[57.1 µM]	-6.1%	-3.5%	6.3%[57.1 µM]
N#CCSc1nnc(-c2sc3ccccc3c2Cl)o1	-15.8%	4.2%	1.9%	8.4%	-12.1	-1.7%	-10.7%	-2.0%	-1.5%

(list continues)
SMILES	Vif-A3F inh	IDH1 R132H inh	GRP78 ERSR act	RGS4 inh	LDHA block	rTrxR1 inhibitor	USP1 inh	Vif-APOBEC3G blk	TrxR1 substrate
CC(C)CNC(=O)CN(C1CCCCC1)S(C)(=O)=O	-1.4%	2.7%	-2.2%	-4.9%	2.7	3.9%	-8.2%	-0.3%	3.3%[57.1 µM]
Cc1nn(CCCC(=O)Nc2sc3c(c2C#N)CCC3)c(C)c1[N+](=O)[O-]	11.9%	1.4%	-1.9%	u	3.0	-2.1%	-11.3%	2.0%	-15.2%
CCc1ccc(NC(=O)CSc2nc(C)cc(COC)c2C#N)cc1	7.0%	-0.8%	-2.6%	7.6%	-1.8	-0.9%	-23.7%	-1.3%	-6.0%
CCOC(=O)c1ccc(NC(=O)c2nc[nH]c2C(=O)N(C)Cc2ccccc2)cc1	2.3%	1.3%	1.9%	5.8%	-4.0	22.1%[57.1 µM]	13.7%	-3.9%	5.3%[57.1 µM]
O=C(COC(=O)CN1C(=O)C2CCCCC2C1=O)Nc1ccc(F)c(F)c1F (stereo not given)	3.2%	-0.9%	-5.0%	18.6%	-1.3	6.7%	-4.8%	2.1%	2.2%
CCN(CC)CCCOC(=O)c1ccc(OC)cc1O	-5.7%	1.6%	-2.1%	18.0%	3.1&-4.5	16.1%[57.1 µM]	-4.6%	2.9%	-6.2%
Cc1ccc(S(=O)(=O)C2(C(=O)Nc3ccc(F)cc3)CC2)cc1	4.2%	-3.2%	-2.9%	1.2%	-4.5	3.8%[57.1 µM]	-17.6%	-4.0%	3.6%[57.1 µM]
O=C(c1ccccc1)c1coc(-c2ccccc2)c1	-21.5%	1.8%	-5.6%	-16.0%	-3.5	-12.8%	-13.3%	-3.4%	-3.4%
O=C(COc1ccc(Cl)cc1)N1CCN(S(=O)(=O)c2ccccc2)CC1	-13.9%	-3.5%	-4.5%	24.9%	-0.4	-11.6%[57.1 µM]	1.8%	1.1%	-1.7%[57.1 µM]
Cc1ccc(C(=O)Nc2cc(C(C)C)c(O)c(C(C)C)c2)cc1	2.5%	6.0%	-1.2%	-10.0%	0.6	-9.3%	-4.5%	0.8%	-8.1%
CC(=NNC(=O)C(C)SC(C)C(=O)NN=C(C)c1cccnc1)c1cccnc1 (stereo not given)	-6.7%	-3.5%	-7.4%	-6.5%	-6.6	8.7%[57.1 µM]	-25.9%	-0.4%	7.3%[57.1 µM]
O=C(NCc1nc(-c2ccc(C(F)(F)F)cc2)no1)c1cccs1	-0.2%	2.3%	4.4%	u	-2.6	9.9%	-2.6%	1.7%	-3.7%
CCOc1ccc2oc(=O)cc(CN3CCOCC3)c2c1	-11.7%	5.5%	-2.2%	-4.3%	-8.0	7.9%[57.1 µM]	u	-4.6%	8.9%[57.1 µM]
O=C(COC(=O)c1cccnc1)NC1CCCc2ccccc21 (stereo not given)	-6.6%	6.7%	-4.3%	-26.0%	-3.1	25.6%[57.1 µM]	-11.5%	-1.1%	7.3%[57.1 µM]
O=C(NCc1ccco1)c1ccccc1F	-0.1%	2.6%	-5.1%	-35.4%	4.7	u	-10.6%	-0.2%	10.2%
O=C(NCCNC(=O)c1ccccn1)c1ccc(F)cc1	u	2.6%	0.1%	-5.7%	-4.7	16.2%	-13.0%	-5.1%	-7.1%[0.457 µM]
CC(C)c1ccc(C(=O)Nc2cccnc2)cc1	11.7%	-5.2%	-5.2%	8.4%	0.4	10.5%	-11.1%	-0.4%	2.3%
CSc1nc(=O)c2c(n1C)NC(=O)CC2c1ccccc1OC(C)C (stereo not given)	-2.7%	3.4%	-2.5%	9.1%	-3.4	6.1%	-1.4%	-6.7%	2.0%
CC(=O)Nc1cc(C(=O)NCc2ccccc2)ccc1Sc1ccc(C)cc1	4.8%	-12.5%	0.8%	-5.8%	-2.6	13.6%[57.1 µM]	-15.2%	1.1%	0.2%[57.1 µM]
CCOC(=O)C(C)Oc1cccc2c(=O)n(CC(=O)N3CCCc4ccccc43)ccc12 (stereo not given)	0.0%	-4.6%	-1.8%	-9.8%	-4.9	3.2%[57.1 µM]	0.1%	5.1%	-5.1%
Cc1ccc(CC(=O)NC(C)CCc2ccccc2)cc1 (stereo not given)	4.6%	8.5%	-1.3%	-12.8%	-4.9	-8.4%	-12.1%	1.4%	-4.3%
CCOC(=O)CN(C(=O)COc1nc(C)cc(C)c1C#N)c1ccc(F)cc1	-2.4%	2.2%	-2.8%	10.7%	-2.4	37.7%	-6.8%	-0.5%	9.6%
CCOCCc1nn2c(=O)cc(COC(=O)c3ccc(NC(=O)C4CCCCC4)cc3)nc2s1	-7.6%	-13.5%	-1.6%	23.5%	-7.9	-5.7%[57.1 µM]	4.2%	-0.6%	-2.0%[57.1 µM]
COc1ccc(OC)c(-c2cc(C3CCN(c4ncccc4[N+](=O)[O-])CC3)[nH]n2)c1	-2.6%	8.9%	-7.9%	-47.8%	2.4	9.6%	-16.0%	3.9%	-3.5%
CC(=O)C(Cc1ccccc1)NC(=O)COC(=O)c1cccc(C)c1[N+](=O)[O-] (stereo not given)	-23.2%	0.0%	-4.7%	5.3%	-6.8	2.9%	-3.8%	2.2%	0.4%
COc1cccc(Cn2nnc3c(=O)[nH]c(C4CCN(C(=O)c5ccccc5Cl)CC4)nc32)c1	3.4%	10.7%	-4.5%	-6.5%	-9.3	12.9%	-11.7%	2.1%	1.5%
O=C(CSc1nc(-c2ccc(F)cc2)nc2c1Cc1ccccc1O2)Nc1ccc(C(=O)O)cc1	-9.5%	-5.1%	-2.6%	u	0.0	15.0%	-24.9%	-0.2%	5.9%
Cc1ccccc1-n1c(C)nnc1SCC(=O)NCC1CCCO1 (stereo not given)	-6.1%	1.8%	-2.0%	-5.0%	-1.0	24.5%[57.1 µM]	-6.8%	-5.7%	14.4%[57.1 µM]

Some of the compounds tested; the hit share may differ from the screen's.
